Compound activity: PubChem, National Center for Advancing Translational Sciences (NCATS)
POLB inh: qHTS Assay for Inhibitors of DNA Polymerase Beta | Pol beta primer extension/strand displacement, fluorescence kinetic | Potency, µM (titrated, usually from 114 µM), without a hit: top-dose activity change, negative = inhibition, hits mostly inhibitors | 340,000 tested, 1.3% active; also: potency is read from the fitted curve at half-maximal effect; % is scaled to controls: 0 for no effect and ±100 for the full control effect
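Kinetic readout of DNA synthesis with strand displacement by Pol beta. Compound and 10 nM enzyme sit 15 min at room temperature; 50 nM substrate starts the reaction, read immediately and at 10 min.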
APEX1 inh: qHTS Assay for Inhibitors of the Human Apurinic/apyrimidinic Endonuclease 1 (APE1) | recombinant APE1, TAMRA/BHQ-2 abasic DNA cleavage fluorescence | 350,000 tested, 0.35% active | DNA repair nuclease/redox regulator APEX1 (Homo sapiens), P27695 | Potency, µM (doses to about 65.8 µM), without a hit: top-dose activity change, negative = inhibition, usual class: inhibitors;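 also: potency is read from the fitted curve at half-maximal effect; plate controls were vehicle for no effect and reference inhibitor for full effect; nearly all actives have a fitted effect of over 55% in size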
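Incision of a quenched TAMRA/BHQ-2 THF abasic-site duplex (50 nM) by 0.75 nM APE1, after 15 min compound preincubation, measured as fluorescence increase over three 60 s reads. Values normalized to buffer, DMSO and NSC13755 control wells.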
POLK inh: qHTS for Inhibitors of Polymerase Kappa | Potency, µM (top dose mostly 107 µM), inactives show at the top dose activity, negative = inhibition, hits mostly inhibitors | DNA polymerase kappa (Homo sapiens), Q9UBT6 | purified Pol kappa, fluorescent DNA synthesis assay, 10 min | 400,000 tested, 0.53% active; also: potency is read from the fitted curve at half-maximal effect; % is scaled to controls: 0 for no effect and ±100 for the full control effect
Target sequence (Q9UBT6 whole entry, looked up): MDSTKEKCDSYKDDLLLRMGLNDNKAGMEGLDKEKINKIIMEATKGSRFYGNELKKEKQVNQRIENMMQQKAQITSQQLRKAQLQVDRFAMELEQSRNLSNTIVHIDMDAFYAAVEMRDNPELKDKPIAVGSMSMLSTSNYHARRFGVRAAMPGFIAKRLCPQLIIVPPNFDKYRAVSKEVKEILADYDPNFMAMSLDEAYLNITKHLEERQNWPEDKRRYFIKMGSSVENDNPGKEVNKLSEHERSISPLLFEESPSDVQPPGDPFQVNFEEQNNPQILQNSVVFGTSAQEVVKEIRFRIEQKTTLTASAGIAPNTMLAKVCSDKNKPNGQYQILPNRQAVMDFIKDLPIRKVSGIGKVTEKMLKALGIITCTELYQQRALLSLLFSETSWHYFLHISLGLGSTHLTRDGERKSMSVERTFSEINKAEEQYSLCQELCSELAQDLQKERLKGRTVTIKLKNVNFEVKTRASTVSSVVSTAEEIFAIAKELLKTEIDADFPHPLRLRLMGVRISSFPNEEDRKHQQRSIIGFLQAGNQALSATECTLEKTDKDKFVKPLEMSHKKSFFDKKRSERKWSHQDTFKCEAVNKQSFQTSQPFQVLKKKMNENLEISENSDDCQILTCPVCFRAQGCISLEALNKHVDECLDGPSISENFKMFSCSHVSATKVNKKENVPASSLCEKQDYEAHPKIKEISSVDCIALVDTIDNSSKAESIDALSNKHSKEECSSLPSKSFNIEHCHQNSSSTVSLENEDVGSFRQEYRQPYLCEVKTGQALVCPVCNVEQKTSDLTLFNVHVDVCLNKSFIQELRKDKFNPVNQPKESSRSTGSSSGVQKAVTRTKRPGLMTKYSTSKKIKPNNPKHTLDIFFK
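50 nM final substrate added after 15 min RT preincubation of 10 nM Pol kappa with compound; fluorescence read at 0 and 10 min.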
Pol eta inh: qHTS for Inhibitors of Polymerase Eta; 390,000 tested, 1.2% active; Potency, µM (highest dose often 114 µM), for the others: top-dose activity change, negative = inhibition, usual class: inhibitors; recombinant Pol eta, fluorescent DNA replication assay; DNA polymerase eta (Homo sapiens), Q9Y253; also: potency is read from the fitted curve at half-maximal effect; % is scaled to controls: 0 for no effect and ±100 for the full control effect
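Pol eta (10 nM) was preincubated with compounds for 15 min at room temperature, after which fluorescent replication substrate (50 nM final) was added to start the reaction. Fluorescence was read kinetically at 0 and 10 min.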
BLM inh: qHTS Assay for Inhibitors of Bloom's syndrome helicase (BLM) | RecQ-like DNA helicase BLM (Homo sapiens), P54132 | recombinant BLM DNA unwinding, fluorescence dequenching | Potency, µM (titrated, usually from 56.1 µM), for inactives: at the top dose activity change, negative = inhibition, most hits filed as inhibitors | 350,000 tested, 0.2% active | AID 2528, 2010;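 also: potency is read from the fitted curve at half-maximal effect; plate controls were vehicle for no effect and no enzyme for full effect; nearly all actives have a fitted effect of over 35% in size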
POLI inh: qHTS for Inhibitors of Polymerase Iota; AID 588590, 2011; Pol iota fluorescent replication assay, 10 min; 390,000 tested, 1% active; Potency, µM (titrated, usually from 115 µM), inactives show top-dose activity, negative = inhibition, most hits filed as inhibitors; also: potency is read from the fitted curve at half-maximal effect
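Fluorescent replication assay read twice, at 0 min and 10 min after adding 50 nM (final) substrate. Enzyme (10 nM) and compounds were first incubated 15 min at room temperature; enzyme-free buffer wells were negative controls.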
PGK inhibitor: qHTS Assay to Find Inhibitors of Phosphoglycerate Kinase. Phosphoglycerate kinase, glycosomal (Trypanosoma brucei brucei), P07378. AID 602233, 2012. 380,000 tested, 0.043% active. PGK/GAPDH coupled, Kinase-Glo luminescence, 60 min. Potency, µM (series often up to 57.5 µM), without a hit: at the highest dose activity change, negative = inhibition, most hits filed as inhibitors; also: potency is read from the fitted curve at half-maximal effect; % is scaled to controls: 0 for no effect and ±100 for the full control effect; nearly all actives have a fitted effect of over 60% in size
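Recombinant glycosomal PGK reaction used 1,3-bisphosphoglycerate generated in-well by GAPDH (100nM final) in 100mM TEA pH 7.6, 5mM MgCl2, 0.01% Tween-20. After 60 minutes at room temperature, ATP was read by Kinase-Glo Plus luminescence end-point.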
RXFP1 antag: qHTS Assay for Antagonists of the Relaxin Receptor RXFP1; Relaxin receptor 1 (Homo sapiens), Q9HBX9; HEK293-RXFP1, relaxin-stimulated cAMP HTRF, 30 min; stronger effect = lower value; activity change, negative = inhibition, % at 57.5 µM; 350,000 tested, 0.59% active;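 active = activity change of -60% or lower, but not beyond a set lower limit; inconclusive = change between -60% and -40%, or beyond the set limit; inactive = change above -40%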; also: % is scaled to controls: 0 for no effect and ±100 for the full control effect
Anesthetic bind: qHTS Assay for Identification of Novel General Anesthetics | Ferritin light chain (Equus caballus), P02791 | apoferritin/1-aminoanthracene competitive binding, fluorescence | Potency, µM (doses to about 77.5 µM), for inactives: at the top dose activity change, negative = displacement, most hits filed as inhibitors | 350,000 tested, 0.074% active | AID 485281, 2010; also: potency is read from the fitted curve at half-maximal effect; % is scaled to controls: 0 for no effect and ±100 for the full control effect; nearly all actives have a fitted effect of over 20% in size
Target sequence (P02791 2-175 limits assumed): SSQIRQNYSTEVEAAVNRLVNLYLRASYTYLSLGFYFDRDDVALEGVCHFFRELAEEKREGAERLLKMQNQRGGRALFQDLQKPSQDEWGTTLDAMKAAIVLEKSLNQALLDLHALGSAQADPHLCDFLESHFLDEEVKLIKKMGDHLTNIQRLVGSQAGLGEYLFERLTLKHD
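Horse-spleen apoferritin (10 uM) was mixed with 50% saturated 1-aminoanthracene in PBS, exposed to compounds for 10 min at room temperature, and read for fluorescence (ex 380 nm, em 535 nm). Competitive displacement was fitted with a four-parameter Hill equation.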
Numbers without * were called inactive; i = inactive; ? = inconclusive; nt = not tested or not shown; [ ] = dose if it differs, or a comment. Unless noted, calls follow the shape of the dose curve; as a rule, active = well fitted curve in the direction sought with a large enough effect; inconclusive = small, poorly fitted or top-dose-only effect, or another doubt; inactive = no such curve, though single readings can be large; an effect the other way counts as inactive or inconclusive.

SMILES	POLB inh	APEX1 inh	POLK inh	Pol eta inh	BLM inh	POLI inh	PGK inhibitor	RXFP1 antag	Anesthetic bind
CCC(=O)N1CCc2cc(S(=O)(=O)NC(C(=O)Nc3cccc(C)n3)C(C)C)ccc21 (stereo not drawn)	31.5%	-5.4%	-6.3%	-5.4%	-12.3%	11.8%	-9.3%	4.8	-17.6%
CC(C)NC(=O)CSc1ccccc1C(=O)NNC(=O)Cn1ccc(C(F)(F)F)n1	nt	-9.4%	0.8%	-22.5%	nt	30.3%[activator]	-0.1%	5.6	nt
CNC(=O)c1[nH]cnc1C(=O)N[C@@H](Cc1ccccc1)C(=O)OCc1ccccc1	17.5%	-7.8%	8.0%	-13.1%	-17.1%	4.1%	-8.2%	nt	?
CCOc1ccc(-c2nnc(SCC(=O)N3CCN(c4ccccc4)CC3)o2)cc1	-1.2%	-2.7%	4.3%	-20.0%	0.9%	17.8%	-9.8%	-12.1	-1.6%
CC(C)C(=O)N/N=C/c1ccc(OCc2ccccc2)cc1	18.7%	0.2%	-17.5%	-10.8%	-3.6%	11.0%	-5.3%	-11.9	-21.6%
COc1ccc(C(=O)C2CCN(C(=S)NCCc3ccccc3)CC2)cc1	18.4%	1.3%	-3.7%	-21.1%	-7.1%	34.6%[activator]	14.5%	-5.9	-18.3%
O=C(CN1C(=O)c2ccccc2S1(=O)=O)N1CCN(c2ccccc2)CC1	1.2%	1.4%	-0.5%	2.9%	-2.6%	6.7%	1.0%	-7.8	1.2%
Cc1ccc(S(=O)(=O)N2CCC(=O)N(C(COCc3ccc(C(F)(F)F)cc3)Cc3ccccc3)CC2)cc1 (stereo not drawn)	-3.2%	14.3%	-7.1%	?	-9.1%	30.4%[activator]	-7.6%	nt	108.9%[activator]
CC(C)(C)OC(=O)NCCCCCNC(=O)c1nc[nH]c1C(=O)NCc1ccc(CNC(=O)OC(C)(C)C)cc1	nt	-0.7%	-8.0%	-15.9%	nt	-8.5%	0.0%	nt	nt
CCCC(=O)Nc1ccc(C(=O)N/N=C/c2cccnc2)cc1	24.8%	17.4%	1.0%	-3.9%	-0.7%	2.2%[58.9 µM]	-3.6%	-9.1	-2.3%
Cc1ccc(C)c(S(=O)(=O)N2CCCCC2CCNC(=O)C(=O)NCc2ccccc2)c1 (stereo not drawn)	nt	-31.8%	-4.0%	-20.1%	nt	-13.5%	-4.9%	4.1	nt
Cc1cc2oc3ccc(NCCC4CCCN4C)cc3c(=O)c2cc1C (stereo not drawn)	nt	nt	-27.6%	?	nt	?	10.6%	nt	nt
Cc1ccc(N=Cc2nc(-c3ccc(C)cc3)oc2O)cc1	44.0%	2.0%	-8.4%	-7.9%	3.5%	-17.2%	-2.1%	5.3	1.6%
Cc1cc(C(=O)Cn2nnc3ccccc3c2=O)c(C)n1-c1c(C)n(C)n(-c2ccccc2)c1=O	35.1%	7.7%	-1.2%	10.6%	1.1%	20.4%	-5.3%[11.5 µM]	0.3	-17.8%
CC(C)(C)C1CCc2onc(C(=O)Nc3sc4c(c3C#N)CCCC4)c2C1 (stereo not drawn)	-0.7%	nt	3.3%	-14.4%	-2.3%	2.7%	i	-2.1	-6.3%
CCc1c(C)c2cc(Cl)c(O)c(CN3CCCC3)c2oc1=O	42.2%	0.6%	8.6%	-13.5%	1.3%	?	-6.1%	-12.8	nt
CCOc1cccc(NCc2cc3c(C(C)(C)C)nn(-c4ccccc4)c3[nH]c2=O)c1	10.5%	14.8%	-16.2%	-20.2%	-13.2%	-23.9%	-4.3%	-2.8	?
COc1ccc(NC(=O)CC2C(=O)N(c3cccc(OC)c3)C(=O)N2CCC(C)C)cc1 (stereo not drawn)	-0.3%	-2.6%	-19.8%	-24.0%	-8.6%	19.6%	-7.0%	3.9	-19.6%
Cc1cccc2nc3c(nc12)-c1ccccc1C3=O	1.0%	-4.3%	-1.4%	-3.9%	-4.7%	157.1%[activator]	-5.8%	-14.8	2.0%
O=C(c1ccccc1/S(=N/S(=O)(=O)c1ccccc1)N1CCOCC1)N1CCOCC1 (stereo not drawn)	9.4%	-2.6%	-13.8%	2.5%	-4.2%	26.8%	0.4%	0.6	-10.3%
COc1cc(NC(=O)CC(C)n2ccnc2)cc(OC)c1 (stereo not drawn)	11.5%	-2.6%	3.0%	-20.3%	-2.2%	7.6%	i	4.2	-1.4%
Cc1ccc(N=Cc2cc3c(cc2[N+](=O)[O-])OCO3)cc1[N+](=O)[O-]	nt	nt	?	?	nt	?	4.4%	1.0	nt
COc1ccccc1COn1c(=O)c(-c2ccco2)[n+]([O-])c2ccccc21	?	17.4%	-6.9%	2.9%	-9.1%	1.5%	-3.0%	-24.3	-11.1%
COc1ccccc1NC(=O)CSc1nccc(-c2ccco2)n1	nt	-5.7%	-11.0%	?	nt	-15.4%	-5.9%	-1.7	nt
COc1ccc(NC(=O)N2CCCC(CNS(=O)(=O)c3cccs3)C2)c(C)c1 (stereo not drawn)	39.8%	14.8%	1.5%	-12.5%	3.7%	121.3%[activator]	-3.4%	-2.0	-5.0%
CC(=O)C1C(C)CC2C3CCC4CC(=O)CCC4(C)C3CCC21C (stereo not drawn)	nt	nt	3.8%	-16.4%	nt	32.2%[activator]	i	-13.8	nt
Clc1ccc(Nc2ncn[nH]2)cc1	28.8%	1.9%	-9.6%	2.9%	1.7%	3.2%	i	-5.2	?
CN(O)C(=S)c1ccccc1	nt	nt	-4.2%	-0.9%	nt	7.5%	-4.9%	?	nt
O=C1OC[C@@H]2CCCN2C(=O)[C@@H](CC(=O)N(CCO)Cc2ccccc2)C/C=C\CC[C@H]1Cc1ccc(F)cc1	nt	?	2.9%	-16.1%	nt	13.6%	-8.4%	nt	nt
COCCCNC(=O)Cn1c(=O)n(-c2ccc(C)cc2)c(=O)c2c1c1cc(C)ccc1n2C	8.2%	nt	0.6%	5.4%	-2.8%	-7.0%	-4.8%	6.0	5.0%

Entries from the list above with fluorine:
SMILES	POLB inh	APEX1 inh	POLK inh	Pol eta inh	BLM inh	POLI inh	PGK inhibitor	RXFP1 antag	Anesthetic bind
CC(C)NC(=O)CSc1ccccc1C(=O)NNC(=O)Cn1ccc(C(F)(F)F)n1	nt	-9.4%	0.8%	-22.5%	nt	30.3%[activator]	-0.1%	5.6	nt
Cc1ccc(S(=O)(=O)N2CCC(=O)N(C(COCc3ccc(C(F)(F)F)cc3)Cc3ccccc3)CC2)cc1 (stereo not drawn)	-3.2%	14.3%	-7.1%	?	-9.1%	30.4%[activator]	-7.6%	nt	108.9%[activator]
O=C1OC[C@@H]2CCCN2C(=O)[C@@H](CC(=O)N(CCO)Cc2ccccc2)C/C=C\CC[C@H]1Cc1ccc(F)cc1	nt	?	2.9%	-16.1%	nt	13.6%	-8.4%	nt	nt

Carrying on:
SMILES	POLB inh	APEX1 inh	POLK inh	Pol eta inh	BLM inh	POLI inh	PGK inhibitor	RXFP1 antag	Anesthetic bind
COc1ccc(CNC(=O)c2cc(-c3cc(C)cc(C)c3O)n[nH]2)cc1	-27.4%	-0.3%	-13.1%	-9.5%	-10.2%	-17.9%	7.1%	-10.9	0.5%
Cc1ccc(C)c(N(C)S(=O)(=O)c2ccc3c(c2)oc(=O)n3C)c1	19.5%	1.5%	-4.7%	-1.8%	-0.8%	-16.2%	-3.9%	-4.1	-2.1%
COCCNc1nnc(SCC(=O)c2ccc3c(c2)OCO3)s1	-0.5%	2.5%	-5.9%	1.5%	3.3%	7.9%	-2.7%	-14.6	?
CC(C)OCC(O)CN1CCC(Cc2ccccc2)CC1 (stereo not drawn)	13.8%	-5.7%	-4.1%	-15.7%	1.1%	-1.4%	7.1%	-13.1	-7.6%
Cc1nnc(SCC(=O)Nc2nnc(SCc3cccc(Br)c3)s2)s1	-16.5%	-0.2%	-1.2%	-14.8%	-4.0%	16.4%	-2.4%	nt	-16.2%
CC(=CC(=O)c1ccccc1)c1ccccc1	nt	nt	-15.1%	-1.1%	nt	16.1%	-0.5%	-34.5	nt
CC(=O)c1cccc(NC(=O)c2cc(-c3ccncc3)nc3ccccc23)c1	nt	0.6%	-6.4%	3.7%	nt	16.9%	0.7%	5.2	nt
Cc1ccc2nc(-c3ccc(NC(=O)CN4C(=O)c5ccccc5C4=O)cc3)sc2c1	24.7%	-2.0%	-4.5%	-20.3%	3.9%	27.6%	-1.3%	-10.2	2.1%
O=C(/C=C/c1cccs1)c1ccc(NC(=O)c2cccc(Br)c2)cc1	?	-3.7%	-6.5%	8.1%	-1.2%	5.7%	1.7%	-5.7	4.6%
CC(C)NC(=O)COC(=O)c1ccc(Oc2ccccc2)cc1	-4.8%	2.6%	-1.4%	-1.4%	-2.8%	-9.2%	-1.6%	-0.8	-4.9%
Cc1ccc(C)c(N2CCN(S(=O)(=O)c3ccc4c(c3)C(C)(C)C(=O)N4C)CC2)c1	-2.5%	-12.9%	-2.1%	-8.3%	-9.6%	-17.8%	-8.7%	-23.1	-13.3%
CC(=O)Nc1ccc(Nc2cc(-c3ccccc3)nc3ncnn23)cc1	12.6%	14.1%	3.9%	-23.8%	2.0%	15.0%	-5.8%	5.2	116.5%[activator]
Cc1ccc(NC(=O)Cn2nnc(C(=O)NCc3ccccc3)c2N)cc1C	-13.6%	2.0%	-3.7%	?	-7.8%	?	-6.8%	0.5	0.6%
Cc1ccc(NC(=O)c2oc3ccccc3c2NC(=O)Cc2cccs2)cc1	1.6%	nt	-4.1%	-16.7%	-3.2%	56.6%[activator]	-7.3%	nt	-3.9%

A portion of the library (hit frequency here may not be typical).
